# RGS4 inh: Inhibitors of Regulator of G Protein Signaling (RGS) 4: qHTS; Transcreener GDP fluorescence polarization, RGS4-accelerated GTP hydrolysis; Potency, µM (top dose mostly 114 µM), for inactives: top-dose activity change, negative = inhibition, usual class: inhibitors; AID 504845, 2011; 390,000 tested, 0.039% active; also: potency is read from the fitted curve at half-maximal effect; % is scaled to controls: 0 for no effect and ±100 for the full control effect; nearly all actives have a fitted effect of over 75% in size; some results filed as inactive show a strong effect at the top dose
#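 MLSMR compounds (23 nl, pin-transferred) preincubated 10 min at room temperature with a 500nM (2x) first reagent, then RGS4 at 900nM (2x) plus Transcreener GDP mix added; fluorescence polarization (620/688 nm) read before and after 90 min at 30 °C.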
# D2 ag: HTS Assay for Allosteric Agonists of the Human D2 Dopamine Receptor: Primary Screen for Agonists; D(2) dopamine receptor (Homo sapiens), P14416; HEK293 T-REx D2 cells, calcium flux agonist mode; activation, % at 2 µM; 340,000 tested, 0.53% active;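 active = activation over 3 SD above normal in the single-dose calcium agonist read, cut at about 30% in these data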; also: 0% is about no effect
# Target sequence (P14416 whole entry, looked up): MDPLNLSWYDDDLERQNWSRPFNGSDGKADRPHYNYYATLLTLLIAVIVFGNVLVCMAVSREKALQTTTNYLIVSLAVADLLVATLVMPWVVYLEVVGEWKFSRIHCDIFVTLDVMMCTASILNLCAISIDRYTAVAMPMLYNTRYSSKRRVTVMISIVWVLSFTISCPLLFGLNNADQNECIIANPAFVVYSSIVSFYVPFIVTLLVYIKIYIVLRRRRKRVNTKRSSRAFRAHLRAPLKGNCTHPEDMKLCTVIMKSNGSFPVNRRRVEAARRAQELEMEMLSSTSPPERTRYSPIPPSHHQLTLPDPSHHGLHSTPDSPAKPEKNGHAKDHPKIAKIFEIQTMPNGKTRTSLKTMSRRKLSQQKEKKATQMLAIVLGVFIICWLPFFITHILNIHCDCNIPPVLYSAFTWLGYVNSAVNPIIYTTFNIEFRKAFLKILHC
#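 Agonism scored from kinetic calcium signal (1 read/sec, 180 s) following compound pin transfer, after a 10 s baseline. Cells: HEK293 Trex line expressing inducible D2 receptor coupled to calcium, dye-loaded after overnight culture at 30 C.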
# LDHA inh: qHTS assay for inhibitors of human lactate dehydrogenase; L-lactate dehydrogenase A chain (Homo sapiens), P00338; activity change, % (values are at about 110 or 230 µM); 480,000 tested, 0.15% active; purified LDHA, NADH/diaphorase-resazurin fluorescence; stronger effect = lower value; in the data active = activity change below about -30%; inconclusive = mostly about -25% to -30%;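 also: plate controls were DMSO wells for no effect and wells without enzyme for full effect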
#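 Resorufin fluorescence (ex540/em590), read at 0 and 20 min after diaphorase/resazurin addition, reports the NADH left after a 5 min room-temperature reaction of 2 nM human LDH5 with 0.06 mM NADH and 0.2 mM pyruvate.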
# Glioma ERSR ind: qHTS for Inducers of the Endoplasmic Reticulum Stress Response (ERSR) in Human Glioma: qHTS; 420,000 tested, 0.02% active; Potency, µM, for the others: at the highest dose activation, actives largely listed as activators; U87-MG GRP78 promoter luciferase reporter, 16 h; AID 602332, 2012; also: potency is read from the fitted curve at half-maximal effect; series mostly up to about 76 µM; % of control where 0% means no effect; nearly all actives have a fitted effect of over 35% in size
#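 Stably transfected U87-MG glioma cells carrying a GRP78-based luciferase sensor; 16 h compound incubation. Luminescence end-point read 10 min after Bright-Glo addition at room temperature.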
# ERG-DNA inh: qHTS for Small Molecule Inhibitors of the ERG Ets/DNA interaction; 370,000 tested, 0.028% active; Potency, µM (top dose mostly 76.9 µM), for the others: at the highest dose FP activity, negative = inhibition, most hits filed as inhibitors; Transcriptional regulator ERG (Homo sapiens), P11308; fluorescence polarization, His-ERG Ets domain / labelled DNA; active = well fitted inhibition curve with a large enough effect in the polarisation, with a control signal flat; inconclusive = small, poorly fitted or top-dose-only effect, or effect the other way, or a change in a side signal; inactive = no such curve, though single readings can be large or run the other way; the % refers to the polarisation;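 also: polarization taken with two DNA probes labelled with fluorescein and Texas red; potency is read from the fitted curve at half-maximal effect; % of control where 0% means no effect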
#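 His-tagged ERG Ets domain (1 uM in the protein solution; 300mM KCl, 50mM Tris-HCl, 1mM EDTA, 1mM DTT, pH 7.5) received compound, then a probe mix of 5 nM fluorescein-DNA and 100nM Texas-615-DNA. Fluorescence polarization was read for both dyes.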
# Vif-A3G inh: qHTS for Inhibitors of Vif-A3G Interactions: qHTS; HeLa A3G-eYFP + Vif (tagged APOBEC3G with the HIV-1 protein that degrades it), YFP fluorescence, overnight; Potency, µM (highest dose often 46.1 µM), inactives show at the top dose activity, negative = active, most hits filed as inhibitors; 410,000 tested, 0.076% active; DNA dC->dU-editing enzyme APOBEC-3G (Homo sapiens), Q9HC16; AID 602310, 2012;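 also: potency is read from the fitted curve at half-maximal effect; % is scaled to controls: 0 for no effect and ±100 for the full control effect; nearly all actives have a fitted effect of over 60% in size; hits raise eYFP signal because A3G escapes Vif-driven loss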
#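 Read-out is eYFP fluorescence (Ex 488/Em 500-530) from Vif-expressing HeLa A3G-eYFP cells; more signal means A3G escaped Vif-mediated degradation. Cells plated overnight, compound pinned in, incubated overnight at 37 deg C.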
# D2 antagonist: HTS Assay for Allosteric Antagonists of the Human D2 Dopamine Receptor: Primary Screen for Antagonists; inhibition, % at 10 µM; 340,000 tested, 2% active; AID 485344, 2010; HEK293 TREx D2 cells, calcium flux, dopamine EC80; in the data active = inhibition above about 30%; also: 0% is about no effect
#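 Antagonism is scored as inhibition of an EC80 dopamine-evoked calcium signal in a force-coupled, tetracycline-inducible HEK293 T-REx D2 line, with compound present 180 s before agonist.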
# Vif-APOBEC3F blk: qHTS for Inhibitors of Vif-A3F Interactions: qHTS | AID 602313, 2012 | Potency, µM (highest dose often 46.1 µM), without a hit: at the highest dose activity, negative = active | 390,000 tested, 0.2% active | HeLa A3F-eYFP + Vif (tagged APOBEC3F with the HIV-1 protein that degrades it), YFP fluorescence increase; also: potency is read from the fitted curve at half-maximal effect; % of control where 0% means no effect; nearly all actives have a fitted effect of over 65% in size
#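 Fluorescence increase (Ex 488/Em 500-530) after overnight compound treatment at 37 deg C flags inhibition of Vif-driven A3F-eYFP loss in stable HeLa A3F-eYFP/Vif cells seeded overnight beforehand.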
# 12-LOX inh: Primary qHTS assay for inhibitors of human arachidonate 12S-lipoxygenase (ALOX12): Round 2 | Potency, µM (series often up to 108 µM), inactives show top-dose activity change, negative = inhibition, most hits filed as inhibitors | purified 12hLO, xylenol orange hydroperoxide absorbance | AID 1671190, 2021 | Polyunsaturated fatty acid lipoxygenase ALOX12 (Homo sapiens), P18054 | 580,000 tested, 1.1% active; also: potency is read from the fitted curve at half-maximal effect; % is scaled to controls: 0 for no effect and ±100 for the full control effect
# Target sequence (P18054 whole entry, looked up): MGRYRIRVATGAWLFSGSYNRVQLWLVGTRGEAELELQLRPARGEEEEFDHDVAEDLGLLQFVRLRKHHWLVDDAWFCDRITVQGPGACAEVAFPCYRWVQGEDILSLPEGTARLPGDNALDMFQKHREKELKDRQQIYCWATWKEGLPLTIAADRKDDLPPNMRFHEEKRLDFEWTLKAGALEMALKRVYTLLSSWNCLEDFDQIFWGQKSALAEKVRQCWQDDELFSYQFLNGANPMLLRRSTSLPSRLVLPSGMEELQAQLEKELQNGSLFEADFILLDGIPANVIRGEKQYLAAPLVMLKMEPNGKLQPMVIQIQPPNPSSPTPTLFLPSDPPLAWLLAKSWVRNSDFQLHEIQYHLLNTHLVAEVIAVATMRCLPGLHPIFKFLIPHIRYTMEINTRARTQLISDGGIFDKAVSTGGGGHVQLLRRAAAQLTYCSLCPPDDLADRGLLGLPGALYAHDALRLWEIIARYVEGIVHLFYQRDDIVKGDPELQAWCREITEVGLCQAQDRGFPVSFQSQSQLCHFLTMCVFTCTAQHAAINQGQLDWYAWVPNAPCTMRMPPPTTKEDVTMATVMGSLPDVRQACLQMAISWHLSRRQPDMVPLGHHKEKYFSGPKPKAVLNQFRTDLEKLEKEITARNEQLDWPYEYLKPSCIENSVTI
#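 Purified human 12hLO (150 nM final) in 25 mM Hepes, 0.01% Triton X-100, pH 7.0 was preincubated 15 min at room temperature with compound. Then 40 uM arachidonic acid was added, 30 min. Hydroperoxide was read by Fe-XO absorbance ratio 573/405 nm.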
# The depositor's hits bear a star; ? = inconclusive; · = not tested or not shown; [ ] = dose if it differs, or a comment. Unless noted, calls follow the shape of the dose curve; as a rule, active = well fitted curve in the direction sought with a large enough effect; inconclusive = small, poorly fitted or top-dose-only effect, or another doubt; inactive = no such curve, though single readings can be large; an effect the other way counts as inactive or inconclusive. Only part of the results is shown; the hit share may differ from the screen's.
SMILES,RGS4 inh,D2 ag,LDHA inh,Glioma ERSR ind,ERG-DNA inh,Vif-A3G inh,D2 antagonist,Vif-APOBEC3F blk,12-LOX inh
CCN1C(=O)[C@@H]2[C@@H](c3ccc(-c4ccc(OC)cc4)c(OC)c3)N3CCC[C@@]3(C(=O)OC)[C@@H]2C1=O,-20%,-0.5,1,-3%,13%,-3%,-12,3%,-22%
CCOc1ccc(Cc2n[nH]c(=S)n2N)cc1,-28%,0.4,0,-2%,0%,-1%,6,-15%,?
COc1ccc(-c2nc(N3CCN(S(=O)(=O)c4ccc(C)cc4)CC3)c3ccccc3n2)cc1,9%,·,-4,-3%,·,-2%,·,·,·
CCCCSc1nc2[nH]ncc2c(=O)[nH]1,22%,-0.3,-10,-3%,0%,0%,8,-8%,18%
Cc1nc2ccn(Cc3ccccc3)c(=O)c2cc1C(=O)NCc1ccccc1F,-28%,0.0,1,-1%,0%,-5%,·,-8%,1%
Cc1ccc(Nc2nc(CSc3n[nH]c(N)n3)cs2)cc1,-39%,-0.5,-18,-3%,3%,0%,-9,-9%,?
Cc1ccc(NC(=O)CCCN2C(=O)COc3ccc(C)cc32)c(C)c1,-24%,-0.9,-3,·,-1%,·,·,·,-7%
Cc1ccc(SCC(=O)NCc2ccc(F)cc2)cc1,2%,-0.2,-4,-2%,10%,0%,3,1%,0%
Cc1cccc(NC(=O)C2CCN(S(=O)(=O)c3ccc4c(c3)NC(=O)CO4)CC2)c1C,-9%,0.2,-1,-5%,-4%,-4%,-9,1%,6%
N/C(=N\OC(=O)Cc1ccccc1[N+](=O)[O-])c1ccncc1,4%,0.5,-6,0%,0%,1%,-4,-14%,-3%
Cc1ccc(S(=O)(=O)N(CC(O)CN2C(=O)NC(C)(C)C2=O)c2ccccc2)cc1 (configuration not stated),-16%,0.1,-2,-5%,-6%,0%,-6,·,0%
Cc1ccc(S(=O)(=O)n2c3ccc(Cl)cc3c3nc(C)sc32)cc1,4%[11.4 µM],0.7,-2,-2%,6%,-6%,-1,-3%,-5%
OC(c1ccc(Cl)c(F)c1)c1ncc(-c2ccccc2F)[nH]1 (configuration not stated),·,·,-9,0%,·,-2%,·,·,?
O=C(O)C1=CC2C=C(Cl)C=CC2OC1=O (configuration not stated),-16%,·,-4,3%,·,0%,·,-1%,-25%
CN1NC(c2ccccc2)NN(C)C1=O,·,·,15,0%,·,3%,·,·,?
CC(=O)Nc1ccc(NC(=O)C2Cc3c(-c4ccc(Cl)cc4)ccnc3O2)cc1 (configuration not stated),·,·,-14,-4%,·,-3%,·,·,-3%
CC(=O)N/C(=C\c1ccccc1)C(=O)NCc1ccc2c(c1)OCO2,-12%,·,-1,1%,0%,1%,·,-2%,-8%
Cc1ccc(C(=O)NCC(=O)NCC(=O)OCc2ccc(Cl)cc2)cc1,-11%,-0.9,-4,-1%,-15%,0%,-4,1%,-9%
Cc1occc(=O)c1OCc1ccccc1,20%,0.7,-1,-3%,1%,0%,1,14%,6%
Nc1n[nH]c(-c2ccccc2)c1-c1ccccc1,1%,·,-6,-2%,·,-9%,·,-9%,4%[57.4 µM]

# 3 compounds from above, sorted by the number in LDHA inh, descending:
SMILES | LDHA inh
CC(=O)N/C(=C\c1ccccc1)C(=O)NCc1ccc2c(c1)OCO2 | -1
Cc1ccc(C(=O)NCC(=O)NCC(=O)OCc2ccc(Cl)cc2)cc1 | -4
CC(=O)Nc1ccc(NC(=O)C2Cc3c(-c4ccc(Cl)cc4)ccnc3O2)cc1 (configuration not stated) | -14

# Next part.
SMILES,RGS4 inh,D2 ag,LDHA inh,Glioma ERSR ind,ERG-DNA inh,Vif-A3G inh,D2 antagonist,Vif-APOBEC3F blk,12-LOX inh
Cc1ccc(C)n1-c1nnc(N2CCC(C(=O)NCc3ccc(F)cc3)CC2)s1,-15%,-0.2,-2,·,-2%,·,·,·,-12%
CCOCCn1c(N2CCN(c3ccc(OC)cc3)CC2)nc2c1c(=O)[nH]c(=O)n2C,-7%,0.6,3,-6%,-1%,1%,-2,-9%,0%
O=C(N/N=C/c1ccc([N+](=O)[O-])cc1)c1cc(C2CC2)nc2ccccc12,7%,-1.2,0,-4%,-10%,?,-5,-1%,22%
COC(=O)Nc1nnc(/C=C/c2ccccc2)s1,11%,-0.4,-11,5%,-3%,0%,0,1%,16%
Oc1cc(O)cc(-c2cc3ccc(O)cc3o2)c1,-33%,·,4,3%,5%,-4%,·,0%,-3%
Cc1ccc(S(=O)(=O)N2C(=O)CCC2C(=O)Nc2ccc3c(c2)OCCO3)cc1 (configuration not stated),0%,0.4,0,-4%,9%,-1%,24,3%,-26%
COc1ccc(-c2nc3c(Br)c(N)c(Br)cc3o2)cc1,12%,-1.3,-2,1%,3%,-6%,-9,-2%,-21%
NC(=O)c1ccc(-c2nnc(Nc3ccc(S(N)(=O)=O)cc3)c3ccccc23)cc1,-50%,0.1,-4,-3%,10%,-1%,-3,-23%,-5%
CS(=O)(=O)Cc1cccc(C(=O)NN(c2ccccc2)c2ccccc2)c1,-8%,-3.0,-3,-5%,-5%,1%,2,15%,-15%
CCCC(C)CO (configuration not stated),-6%,0.8,-3,0%,17%,2%,-1,3%,9%
Cc1ccc(NC(=O)CS(=O)CC(=O)Nc2ccc(N3CCOCC3)cc2)cc1Cl (configuration not stated),7%[56.9 µM],-1.2,-31*,-5%,5%,-7%,4,-17%,?
COC(=O)c1ccccc1S(=O)(=O)NNC(=O)C12CC3CC(CC(C3)C1)C2,-15%,·,1,-6%,-4%,-4%,·,1%,13%
CCC1=NN(C(=O)c2cccc([N+](=O)[O-])c2)C(O)(c2ccc(C)cc2)C1 (configuration not stated),-8%,0.0,1,-1%,5%,-3%,-3,-11%,?
CCOc1cc(/C=N/NC(=O)C(=O)NCc2cccnc2)ccc1O,16%,2.8,-7,-4%,-3%,4%,15,-14%,13%
CC(C)CCNC(=O)NC(=O)COC(=O)c1cc(S(=O)(=O)N2CCOCC2)ccc1N1CCCCC1,6%,-0.5,-2,-7%,1%,-1%,5,0%,?
CCN(CC(=O)Nc1cc(Cl)ccc1C)C(=O)Cc1ccsc1,-21%,-0.7,-11,3%,-8%,1%,-54,0%,8%
CC(=O)c1cccc(-n2nnnc2SCC(=O)Nc2ccccc2N2CCCCC2)c1,7%,0.6,-3,-5%,-3%,4%,23,-9%,0%
CCC1CCCCN1S(=O)(=O)c1ccc(NC(=O)c2nc(S(C)(=O)=O)ncc2Cl)cc1 (configuration not stated),?,2.4,0,-19%,13%,0%,29,6%,?
CCCCC(=O)NC(=S)Nc1cccc(NC(=O)c2ccccc2)c1,-44%,-1.1,-3,-5%,3%,0%,-29,10%,-21%
CCOc1ccc(C(=O)NCCN(C)C)cc1,-5%,0.6,2,-6%,1%,1%,13,-9%,27%
O=S(=O)(Cc1ccccc1)N1CCCC(c2nc(-c3ccc(F)cc3)no2)C1 (configuration not stated),-3%,2.8,0,-5%,-1%,-1%,1,-9%,2%
CCC(=O)C1=C(N2CCCC2)CC(C)(C)CC1=O,-49%,0.8,-4,-3%,-8%,2%,12,5%,173%[activator]
CC(C)NC(=O)c1ccc(COc2cccc3ccccc23)o1,·,·,6,-2%,·,0%,·,0%,?
Cn1c2nc(=O)n(-c3ccccc3)c(=O)c-2nc2c1CCCC2,·,·,51,-5%,·,1%,·,-30%,·
COc1cc(-c2cc(C(=O)Nc3ccc(N4CCOCC4)cc3)c3ccccc3n2)cc(OC)c1OC,6%,-0.7,-2,0%,14%,-4%,0,-3%,-21%
c1ccc(-c2nc(NCc3cccnc3)c3ccccc3n2)cc1,5%,0.0,-6,2%,2%,-5%,14,-2%,-11%

# Gathered by group, the compounds so far with an aryl thioether with sulfur outside any ring.
SMILES,RGS4 inh,D2 ag,LDHA inh,Glioma ERSR ind,ERG-DNA inh,Vif-A3G inh,D2 antagonist,Vif-APOBEC3F blk,12-LOX inh
CCCCSc1nc2[nH]ncc2c(=O)[nH]1,22%,-0.3,-10,-3%,0%,0%,8,-8%,18%
Cc1ccc(Nc2nc(CSc3n[nH]c(N)n3)cs2)cc1,-39%,-0.5,-18,-3%,3%,0%,-9,-9%,?
Cc1ccc(SCC(=O)NCc2ccc(F)cc2)cc1,2%,-0.2,-4,-2%,10%,0%,3,1%,0%
CC(=O)c1cccc(-n2nnnc2SCC(=O)Nc2ccccc2N2CCCCC2)c1,7%,0.6,-3,-5%,-3%,4%,23,-9%,0%

# High-throughput results from PubChem.
